Screens deposited in PubChem by National Center for Advancing Translational Sciences (NCATS).
RECQ1 helicase – inhibitors of human RECQ1 DNA helicase; AID 2549; RECQ1 DNA unwinding, red fluorescence kinetic read; hit rate 0.54% among 240,000; Potency, µM (titrated, usually from 57.3 µM), for the others: at the top dose activity, negative = inhibition, most hits filed as inhibitors;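 note: plate controls were vehicle for no effect and no enzyme for full effect; nearly all actives have a fitted effect of over 30% in size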
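RECQ1T1 50 nM; forked duplex (20 bp + 30-nt ss tails) 200 nM, ATP 2 mM final; pH 8.0, 2 mM MgCl2, 2.5 ug/ml poly(dI-dC); 15 min compound preincubation; discontinuous kinetic read over 2 h at RT.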
Tau fibril FP – inhibitors of human tau fibril formation | hit rate 0.39% among 280,000 | P10636 | Potency, µM (titrated, usually from 57.7 µM), inactives show at the top dose activity, negative = inhibition, usual class: inhibitors | K18 P301L tau heparin fibrillization, Alexa594 FP, 6 h; note: nearly all actives have a fitted effect of over 55% in size
Target sequence (P10636 561-689 P618L limits assumed): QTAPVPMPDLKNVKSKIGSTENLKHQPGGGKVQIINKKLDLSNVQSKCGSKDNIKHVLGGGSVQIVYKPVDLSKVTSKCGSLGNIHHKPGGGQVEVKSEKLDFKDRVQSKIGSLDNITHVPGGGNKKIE
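Heparin (20 uM) drove fibril formation of recombinant tau K18 P301L, 15 uM unlabeled with 0.24 uM Alexa 594 label, for 6 hr at 37 C in 100 mM sodium acetate pH 7. Fluorescence polarization (555/632 nm) read 1 hr after 30 uM ThT.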
Tau ThT inhib – tau fibrillization inhibition (ThT binding) | recombinant tau K18 P301L (four-repeat tau fragment), heparin-induced fibrillization, ThT fluorescence | Potency, µM (top dose mostly 57.4 µM), for inactives: top-dose activity, negative = inhibition, usual class: inhibitors | hit rate 2.1% among 270,000; note: nearly all actives have a fitted effect of over 55% in size
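Heparin-induced fibrillization of the P301L-mutant K18 repeat-domain fragment of human tau was followed by ThT binding in quantitative high-throughput format.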
JMJD2E inh – JMJD2E (human) inhibition; hit rate 1.6% among 230,000; B2RXH2; Potency, µM (titrated, usually from 57.1 µM), for the others: at the top dose activity change, negative = inhibition, hits mostly inhibitors; JMJD2E catalytic domain, FDH-coupled NADH fluorescence (FDH is formaldehyde dehydrogenase); active = well fitted inhibition curve with a large enough effect, not every such curve was filed as active; inconclusive = small, poorly fitted or top-dose-only effect, or another doubt; inactive = no such curve, though single readings can be large or run the other way;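 note: 0% = wells with enzyme and -100% = buffer wells without enzyme; nearly all actives have a fitted effect of over 50% in size; many of its hits are not listed in these tables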
L3MBTL1 block – L3MBTL1 (human) inhibition. hit rate 0.66% among 230,000. Q9Y468. Potency, µM (titrated, usually from 57.1 µM), for inactives: at the highest dose activity, negative = inhibition, actives largely listed as inhibitors. AlphaScreen L3MBTL1–H3K9me1 peptide binding; note: nearly all actives have a fitted effect of over 60% in size
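Read-out is AlphaScreen signal from streptavidin donor and nickel chelate acceptor beads (10 ug/mL final each) bridging L3MBTL1 (50 nM) and biotinylated K9-monomethylated H3(1-15) peptide (75 nM), after 30 min compound exposure at room temperature.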
GoLoco inh red – blocks human Gai1 binding to RGS12 GoLoco peptide, red readout; P63096; AID 880; Gai1:RGS12 GoLoco peptide FP, rhodamine, 10 min; Potency, µM (top dose mostly 61.6 µM), for the others: at the highest dose activity, negative = inhibition, usual class: inhibitors; hit rate 0.44% among 230,000; active = well fitted inhibition curve with a large enough effect, not every such curve was filed as active; inactive = no such curve, though single readings can be large or run the other way; note: nearly all actives have a fitted effect of over 30% in size; many of its hits are not listed in these tables
Target sequence (P63096 whole entry, looked up): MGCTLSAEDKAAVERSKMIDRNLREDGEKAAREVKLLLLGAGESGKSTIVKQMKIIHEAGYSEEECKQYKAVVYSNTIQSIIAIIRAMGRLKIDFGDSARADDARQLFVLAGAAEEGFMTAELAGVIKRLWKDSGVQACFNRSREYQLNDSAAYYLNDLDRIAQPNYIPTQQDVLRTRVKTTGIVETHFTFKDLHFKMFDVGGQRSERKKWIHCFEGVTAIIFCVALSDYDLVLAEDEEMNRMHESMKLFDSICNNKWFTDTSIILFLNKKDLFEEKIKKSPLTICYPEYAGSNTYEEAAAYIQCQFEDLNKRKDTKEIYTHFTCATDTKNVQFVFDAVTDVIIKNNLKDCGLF
TRb-SRC2 inh – inhibitors of human thyroid hormone receptor beta-SRC2 interaction. P10828. TRbeta-SRC2 peptide binding, fluorescence polarization; receptor liganded with 1 µM T3. Potency, µM (doses to about 106 µM), for inactives: at the top dose activity change, negative = inhibition, most hits filed as inhibitors. hit rate 0.065% among 280,000;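 note: plate controls were bound peptide for no effect and peptide without receptor for full effect; nearly all actives have a fitted effect of over 50% in size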
Target sequence (P10828 whole entry, looked up): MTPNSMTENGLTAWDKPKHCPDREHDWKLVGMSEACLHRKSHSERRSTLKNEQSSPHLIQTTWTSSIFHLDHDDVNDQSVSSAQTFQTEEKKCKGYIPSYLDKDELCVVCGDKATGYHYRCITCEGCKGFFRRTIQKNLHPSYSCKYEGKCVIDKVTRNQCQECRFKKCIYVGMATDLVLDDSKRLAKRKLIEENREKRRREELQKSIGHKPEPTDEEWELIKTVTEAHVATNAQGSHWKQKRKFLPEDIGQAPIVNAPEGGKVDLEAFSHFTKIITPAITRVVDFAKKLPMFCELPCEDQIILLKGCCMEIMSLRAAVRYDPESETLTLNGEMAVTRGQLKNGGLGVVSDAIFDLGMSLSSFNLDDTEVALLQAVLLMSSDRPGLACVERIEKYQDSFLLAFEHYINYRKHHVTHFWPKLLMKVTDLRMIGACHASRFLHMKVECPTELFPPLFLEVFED
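Human TRb LBD (0.6 uM) plus Texas Red-labeled SRC2 peptide (20 nM), 1uM T3, 5% DMSO, 5 hr at ambient temperature. Decreased polarization (555/632 nm) flags inhibition; data normalized to free and bound peptide controls.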
TexasRed fluor – alters Texas Red total fluorescence, flagging assay interference; TRb/SRC2 Texas Red total fluorescence interference; Potency, µM (titrated, usually from 106 µM), for the others: at the highest dose fluorescence change, negative = quenching; hit rate 0.29% among 280,000; active = well fitted curve in either direction with a large enough effect; inconclusive = small, poorly fitted or top-dose-only effect
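Human TRb ligand-binding domain at 0.6 uM with 20 nM Texas Red SRC2 peptide in Tris buffer containing 1 uM T3 and 5% DMSO, incubated with compound 5 h at ambient temperature. Total fluorescence (555/632 nm) calculated as parallel + 2 × perpendicular.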
Active calls of the source: *; i = inactive; ? = inconclusive; · = not tested or not shown; [ ] = remark or other dose. Unless noted, calls come from the whole dose curve; as a rule, active = well fitted curve in the direction sought with a large enough effect; inconclusive = small, poorly fitted or top-dose-only effect, or another doubt; inactive = no such curve, though single readings can be large; an effect the other way counts as inactive or inconclusive. Unless noted, % is set by controls: 0 for no effect and ±100 for the full control effect; potency is the fitted concentration of half-maximal effect. An excerpt; the hit share may differ from the screen's.

1) Cn1cc(/C=N/NC(=O)c2ccc(C#N)cc2F)c2ccccc21
2) O=C(COc1ccc2ccccc2c1)NC1CC(=O)N(c2ccc(F)cc2)C1 (stereo unspecified)
3) CC(C)CNC(=O)COc1ncnc2ccccc12
4) CC1CCc2c(sc(NC(=O)Cn3nc(C(F)(F)F)c4c3CCCCC4)c2C#N)C1 (stereo unspecified)
5) Cc1ccc2c(c1)c1c(n2CC(O)Cn2ccnc2C)C(=O)CCC1 (stereo unspecified)
6) COc1cc(OC)cc(-c2cc3nc(C)cc(N4CCN(C(=O)c5ccco5)CC4)n3n2)c1
7) Cc1n[nH]c(=S)n1/N=C/c1ccc(Br)o1
8) CC(C)c1ccc(OCC(=O)Nc2cccc3c2CCCC3)cc1

Compound,1,2,3,4,5,6,7,8
Tau fibril FP,5%,-10%,14%,-9%,8%,-9%,-8%,6%
GoLoco inh red,15%,·,2%,-5%,2%,5%,-1%,-39%
Tau ThT inhib,?,-5%,-1%,7%,-2%,?,-10%,2%
TexasRed fluor,1%,-1%,0%,-7%,-6%,2%,2%,1%
L3MBTL1 block,?,·,·,31%[activator],-4%,·,2%,?
JMJD2E inh,9%,·,3%,-5%,?,?,6%,-2%
RECQ1 helicase,0%,·,8%,-6%,0%,-5%,-4%,-11%
TRb-SRC2 inh,-6%,-2%,-11%,-2%,9%,-2%,-5%,-2%

9) O=C(O)CCC(=O)Nc1ccccc1Oc1ccccc1
10) CC(=O)c1c(C(C)=O)c(C)n(-c2cccc([N+](=O)[O-])c2)c1C
11) COc1ccc(NC(=O)c2ccc(CN3C(=O)CCn4nc(C)cc43)cc2)c(OC)c1
12) Cc1ccc(-c2nc(CNC(=O)NC3CCCCC3)c(C)o2)cc1
13) Cc1ccc(OCCn2cc(/C=C(\C#N)C(=O)NCC3CCCO3)c3ccccc32)cc1C (stereo unspecified)
14) CCOC(=O)Cc1csc(NC(=O)c2c(O)c3ccccc3n(C)c2=O)n1
15) CC(C)[C@H](NC(=O)NC1CCN(Cc2ccccc2)CC1)C(=O)O
16) CC1CCCCN1C(=O)c1cc(-c2ccc(Br)cc2)on1 (stereo unspecified)

Compound,9,10,11,12,13,14,15,16
Tau fibril FP,4%,-1%,1%,4%,-5%,6%,-4%,-11%
GoLoco inh red,12%,3%,·,·,5%,-8%,-6%,·
Tau ThT inhib,0%,3%,2%,4%,-3%,-6%,-8%,-8%
TexasRed fluor,-5%,2%,0%,0%,-5%,1%,0%,-7%
L3MBTL1 block,0%[11.4 µM],-4%,·,·,-12%,-2%,4%,·
JMJD2E inh,-8%,10%,·,·,-14%,-1%,7%,·
RECQ1 helicase,i,-1%,·,·,-3%,i,i,·
TRb-SRC2 inh,-1%,-3%,-4%,-3%,-11%,-9%,1%,1%

17) CCN(Cc1ccccc1)C(=O)c1cc(-c2ccccc2)n[nH]1
18) CCOC(=O)N/N=C1/C[C@@H](O)[C@@H](O)[C@@H]2[C@@H]3C(=O)N(C4CCCCC4)C(=O)[C@H]3CC[C@@H]12
19) Cn1cc(CN2CC3C[C@@H]4CC2C[C@H](C3)C4)c(-c2ccc3c(c2)OCCO3)n1
20) CCOC(=O)CN(C(=O)CSc1nnc(CNc2ccc(F)cc2)n1CC)c1ccc(F)cc1
21) CCN(CC)CCNC(=O)C(=O)NCC1OCCN1S(=O)(=O)c1ccc([N+](=O)[O-])cc1 (stereo unspecified)
22) COc1ccc(CNC(=O)C2CCC(CNc3c(N4CCOCC4)c(=O)c3=O)CC2)cc1 (stereo unspecified)
23) c1cncc(Nc2nc(-c3cccnc3)cs2)c1
24) O=S(=O)(c1ccc(NCC2CCCCC2)nc1)N1CCOCC1

Compound,17,18,19,20,21,22,23,24
Tau fibril FP,3%,0%[11.6 µM],-3%,?,14%,15%,12%,2%
GoLoco inh red,·,·,14%,7%,-11%,1%,2%,0%
Tau ThT inhib,-15%,0%[11.5 µM],-6%,-8%,-11%,-10%,-18%,5%
TexasRed fluor,-2%,1%[11.2 µM],-6%,-6%,-2%,-7%,-3%,0%
L3MBTL1 block,·,·,-5%,·,3%,·,-4%,10%
JMJD2E inh,·,·,-3%,4%,-8%,-10%,2%,?
RECQ1 helicase,·,-5%[11.5 µM],-3%,13%,i,-5%,i,-10%
TRb-SRC2 inh,-4%,-1%[11.2 µM],0%,3%,4%,-4%,-16%,4%

25) COC(=O)c1c(CSc2ccc(Cl)cc2)noc1C(=O)NCc1ccco1
26) Cc1csc2nc(COc3ccc(NC(=O)COc4ccc(F)cc4)cc3)cc(=O)n12
27) CCOc1ccc(-c2nc(SCC(=O)NC3CCCC3)c(-c3ccccc3)[nH]2)cc1OC
28) O=C(CSc1ncnc2c1oc1ccccc12)Nc1ccccc1C(F)(F)F
29) S=C(Nc1ccccc1Cl)NC1CCCCCC1
30) COc1ccc(Nc2nnc(-c3ccc(C)c(S(=O)(=O)N4CCN(C)CC4)c3)c3ccccc23)cc1
31) CC(C)NC(=O)CN1C(=O)COc2ccc(S(=O)(=O)N3CCCCCC3)cc21
32) Cc1ccc2cc(CN(CCO)Cc3nnnn3Cc3ccc(F)cc3)c(=O)[nH]c2c1

Compound,25,26,27,28,29,30,31,32
Tau fibril FP,7%,-8%,?,3%,4%,10%,-7%,6%
GoLoco inh red,6%,·,·,-3%,7%,·,·,-22%
Tau ThT inhib,-12%,?,?,2%,-5%,?,-5%,11%
TexasRed fluor,-6%,-1%,-3%,-2%,-2%,-1%,-23%,-6%
L3MBTL1 block,1%,·,·,12%,-2%,·,·,22%
JMJD2E inh,-3%,·,·,5%,-4%,·,·,?
RECQ1 helicase,-17%,·,·,-3%,i,·,·,-5%
TRb-SRC2 inh,1%,3%,-10%,-7%,-2%,6%,-1%,-1%

33) O=C(/C(=C/O)N=Nc1ccccc1)c1ccc(Cl)cc1
34) Cc1ccccc1CS(=O)(=O)CC1Nc2ccc(C(=O)NCc3ccc(Cl)cc3)cc2NC1=O (stereo unspecified)
35) CCO[C@@H]1OC(C(=O)N2CCOCC2)=C[C@H](c2cn(C(C)=O)c3ccccc23)[C@H]1CCCO
36) Cc1ccc(NC(=O)N2CCN(c3ncccc3C(F)(F)F)CC2)cc1
37) O=C(Cn1c(=O)n(CC2CCCO2)c(=O)c2ccccc21)c1ccc(Cl)c(Cl)c1 (stereo unspecified)
38) CN(C)c1nc(NS(=O)(=O)c2ccc(Cl)cc2)nc(N(C)C)n1
39) CC(C)(C)[C@H]1C=C(C(=O)N2CCOCC2)O[C@@H](OCc2ccc(CO)cc2)C1
40) CCc1ccccc1NC(=O)CC(C)S(=O)(=O)c1ccc2c(c1)NC(=O)CO2 (stereo unspecified)

Compound,33,34,35,36,37,38,39,40
Tau fibril FP,-8%,?,13%,3%,14%,-3%,-4%,-4%
GoLoco inh red,-4%,·,3%,4%,34%[activator],-2%,2%,·
Tau ThT inhib,?,?,1%,-6%,6%,2%,3%,-4%
TexasRed fluor,-3%,-2%,-1%,-2%,-5%,3%,-2%,-17%
L3MBTL1 block,?,·,?,1%,·,1%,14%,·
JMJD2E inh,-1%,·,11%,3%,0%,12%,4%,·
RECQ1 helicase,-4%,·,-1%,i,i,-5%,-7%,·
TRb-SRC2 inh,4%,-4%,-12%,4%,-2%,4%,-3%,-2%

41) CCCN(CCC)C(=O)Cn1c(=O)n(CCC(=O)NCCc2ccccc2)c(=O)c2ccccc21
42) Cc1ccc(CNC(=O)CSc2nc3c(sc4ccccc43)c(=O)n2CCCN2CCCC2)cc1
43) Cc1ccccc1NC(=O)C(Cc1ccccc1)N1Cc2ccccc2C1=O (stereo unspecified)
44) COc1cccc(/C=N/n2c(-c3ccco3)nc3ccccc3c2=O)c1
45) COc1ccc(C2CC(C(F)(F)F)n3ncc(C(=O)Nc4cccc(O)c4)c3N2)cc1OC (stereo unspecified)

Compound,41,42,43,44,45
Tau fibril FP,4%,?,?,-1%,-4%
GoLoco inh red,10%,12%,·,10%,-25%
Tau ThT inhib,-8%,?,-10%,?,-5%
TexasRed fluor,1%,-5%,-1%,2%,1%[53 µM]
L3MBTL1 block,·,·,·,-28%,-4%
JMJD2E inh,1%,?,·,-13%,7%
RECQ1 helicase,-6%,-9%,·,i,-6%
TRb-SRC2 inh,-19%,-1%,-10%,-14%,-30%[53 µM]

9 structures out of the list, sorted by length of the SMILES, highest first.
35) CCO[C@@H]1OC(C(=O)N2CCOCC2)=C[C@H](c2cn(C(C)=O)c3ccccc23)[C@H]1CCCO
34) Cc1ccccc1CS(=O)(=O)CC1Nc2ccc(C(=O)NCc3ccc(Cl)cc3)cc2NC1=O (stereo unspecified)
45) COc1ccc(C2CC(C(F)(F)F)n3ncc(C(=O)Nc4cccc(O)c4)c3N2)cc1OC (stereo unspecified)
42) Cc1ccc(CNC(=O)CSc2nc3c(sc4ccccc43)c(=O)n2CCCN2CCCC2)cc1
37) O=C(Cn1c(=O)n(CC2CCCO2)c(=O)c2ccccc21)c1ccc(Cl)c(Cl)c1 (stereo unspecified)
40) CCc1ccccc1NC(=O)CC(C)S(=O)(=O)c1ccc2c(c1)NC(=O)CO2 (stereo unspecified)
38) CN(C)c1nc(NS(=O)(=O)c2ccc(Cl)cc2)nc(N(C)C)n1
44) COc1cccc(/C=N/n2c(-c3ccco3)nc3ccccc3c2=O)c1
43) Cc1ccccc1NC(=O)C(Cc1ccccc1)N1Cc2ccccc2C1=O (stereo unspecified)

Compound,35,34,45,42,37,40,38,44,43
Tau fibril FP,13%,?,-4%,?,14%,-4%,-3%,-1%,?
GoLoco inh red,3%,·,-25%,12%,34%[activator],·,-2%,10%,·
Tau ThT inhib,1%,?,-5%,?,6%,-4%,2%,?,-10%
TexasRed fluor,-1%,-2%,1%[53 µM],-5%,-5%,-17%,3%,2%,-1%
L3MBTL1 block,?,·,-4%,·,·,·,1%,-28%,·
JMJD2E inh,11%,·,7%,?,0%,·,12%,-13%,·
RECQ1 helicase,-1%,·,-6%,-9%,i,·,-5%,i,·
TRb-SRC2 inh,-12%,-4%,-30%[53 µM],-1%,-2%,-2%,4%,-14%,-10%
